Screens deposited in PubChem by National Center for Advancing Translational Sciences (NCATS).
HTT aggregate: mutant huntingtin aggregation inhibition. PC12 HttQ103-GFP aggregates, Acumen cytometry, 40 h. Potency, µM (titrated, usually from 46.1 µM), inactives show at the highest dose activity change, negative = inhibition, hits mostly inhibitors. 1.1% of 220,000 active; also: potency is read from the fitted curve at half-maximal effect; % is scaled to controls: 0 for no effect and ±100 for the full control effect; nearly all actives have a fitted effect of over 60% in size
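Read-out: GFP aggregate count by laser scanning cytometer (488 nm excitation, 500-530 nm emission, 1–25 µm objects >6 SD above background). Cells: PC12, inducible HTTex1-Q103-GFP, 100 nM tebufenozide; compounds titrated.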
NPSR antag: antagonists of human neuropeptide S receptor cAMP signaling. Q6W5P4. CHO-NPSR cells, cAMP TR-FRET, antagonist mode. Potency, µM (top dose mostly 38.3 µM), inactives show at the highest dose activity change, negative = inhibition, actives largely listed as inhibitors. 1% of 220,000 active. AID 1461; also: potency is read from the fitted curve at half-maximal effect; % is scaled to controls: 0 for no effect and ±100 for the full control effect; nearly all actives have a fitted effect of over 50% in size; many of its hits are not listed in these tables
Target sequence (Q6W5P4 whole entry, looked up): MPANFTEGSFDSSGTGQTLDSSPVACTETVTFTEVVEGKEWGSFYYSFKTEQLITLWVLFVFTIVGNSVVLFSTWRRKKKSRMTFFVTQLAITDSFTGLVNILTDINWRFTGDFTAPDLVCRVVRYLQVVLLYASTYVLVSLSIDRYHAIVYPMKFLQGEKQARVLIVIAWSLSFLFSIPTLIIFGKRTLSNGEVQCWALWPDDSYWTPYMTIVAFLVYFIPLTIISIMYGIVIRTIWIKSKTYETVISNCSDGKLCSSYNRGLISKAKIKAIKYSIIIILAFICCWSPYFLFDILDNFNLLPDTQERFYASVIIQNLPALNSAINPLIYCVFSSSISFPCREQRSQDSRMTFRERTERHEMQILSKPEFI
IMPase Li cell: membrane-permeable IMPase blocker, potentiated with lithium; CHO-M1 cells, IP1 TR-FRET (IP-One), carbachol + lithium; Potency, µM (titrated, usually from 59.4 µM), inactives show at the highest dose activity, negative = IMPase inhibition, most hits filed as inhibitors; 0.35% of 210,000 active;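 also: IP1 builds up when IMPase is blocked and the TR-FRET signal falls; potency is read from the fitted curve at half-maximal effect; plate controls were basal vehicle for no effect and high inhibitor control for full effect; nearly all actives have a fitted effect of over 50% in size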
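Steps: plate 2000 CHO-M1 cells per well and culture 16–30 h; add compound and lithium; incubate 30 min, 37C; add d2-IP1 tracer and Eu cryptate anti-IP1 antibody in lysis buffer; read after 10 min at room temperature.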
CBFb-RUNX1 inh: inhibitors of human CBF-beta and RUNX1 interaction | Potency, µM (titrated, usually from 59.8 µM), inactives show at the top dose activity, negative = inhibition, hits mostly inhibitors | 230,000 tested, under 10 active | AlphaScreen CBFb-His/RUNX1-biotin binding, biochemical | AID 1477; also: % of control where 0% means no effect
Target sequence (Q01196 whole entry, looked up): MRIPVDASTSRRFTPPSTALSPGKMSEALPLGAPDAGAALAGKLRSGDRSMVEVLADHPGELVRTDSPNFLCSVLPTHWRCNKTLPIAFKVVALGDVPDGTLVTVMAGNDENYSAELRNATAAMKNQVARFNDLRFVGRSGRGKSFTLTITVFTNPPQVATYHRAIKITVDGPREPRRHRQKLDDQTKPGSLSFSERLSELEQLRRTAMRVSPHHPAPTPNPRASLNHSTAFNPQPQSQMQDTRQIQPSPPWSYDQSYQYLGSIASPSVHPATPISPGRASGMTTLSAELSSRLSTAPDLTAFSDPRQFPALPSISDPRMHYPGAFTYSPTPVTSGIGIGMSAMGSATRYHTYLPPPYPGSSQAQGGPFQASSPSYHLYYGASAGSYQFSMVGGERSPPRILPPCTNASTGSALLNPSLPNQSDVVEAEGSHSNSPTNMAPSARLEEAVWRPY
Target sequence (Q13951 whole entry, looked up): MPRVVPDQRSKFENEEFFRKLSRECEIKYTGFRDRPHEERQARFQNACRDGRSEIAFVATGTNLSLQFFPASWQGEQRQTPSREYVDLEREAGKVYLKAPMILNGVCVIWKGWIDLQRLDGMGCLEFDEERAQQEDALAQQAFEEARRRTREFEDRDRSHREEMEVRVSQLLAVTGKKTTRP
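Read-out: AlphaScreen. Format: His-CBF-beta with biotinylated RUNX1 (30 nM each) preincubated 20 min, compound 15 min, Ni-chelate plus streptavidin beads 90 min; room temperature throughout.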
Epigenetic derep: regulators of epigenetic silencing causing reporter derepression in mouse cells. murine LDR cells, GFP reporter derepression, 30 h. Potency, µM (doses to about 53.9 µM), without a hit: at the highest dose GFP activation, most hits filed as activators. 0.2% of 280,000 active. AID 1865; also: potency is read from the fitted curve at half-maximal effect; % of control where 0% means no effect; nearly all actives have a fitted effect of over 60% in size
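Reporter derepression read as number of fluorescent GFP-positive objects, 20-120 um in size, counted by laser-scanning cytometer. Mouse LDR line with an epigenetically silenced CMV-GFP locus; compound incubation 30 h, 37 C.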
Luc counter: blocks Kinase-Glo luciferase, a counter-screen artifact; AID 1379; 0.28% of 200,000 active; Kinase-Glo luciferase, ATP luminescence, 8 min; Potency, µM (titrated, usually from 38.3 µM), for the others: at the highest dose activity change, negative = inhibition, usual class: inhibitors; also: potency is read from the fitted curve at half-maximal effect; % is scaled to controls: 0 for no effect and ±100 for the full control effect; nearly all actives have a fitted effect of over 60% in size
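Substrate mix (final 50 mM imidazole pH 7.2, 50 mM KCl, 7 mM MgCl2, 10 uM ATP, 0.01% Tween 20, 0.05% BSA) plus pin-tool compound, then Kinase-Glo detection mix; 8 min ambient, luminescence read.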
LMNA splice mod: changes lamin A minigene splicing in HeLa cells | HeLa LMNA splicing GFP/RFP minigene ratio, 48 h | Potency, µM (series often up to 46.1 µM), for inactives: top-dose ratio change, negative = inhibition, hits mostly inhibitors | 0.01% of 200,000 active | AID 1487; active = well fitted inhibition curve with a large enough effect in the signal ratio, with a control signal flat, not every such curve was filed as active; inconclusive = small, poorly fitted or top-dose-only effect, or effect the other way, or a change in a side signal; the % refers to the signal ratio; also: potency is read from the fitted curve at half-maximal effect; % is scaled to controls: 0 for no effect and ±100 for the full control effect
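Read-out is the ratio of GFP to DsRed2 object intensity, acquired by 488 nm laser-scanning cytometry on HeLa lamin A-EGFP minigene reporter cells. Compound incubation 48 hrs at 37 °C in Opti-MEM with 2% FBS; DMSO 0.5% final.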
Active calls of the source: *; ? = inconclusive; nt = no result given; & = joins results of further samples; [ ] = another dose, or the depositor's remark. Unless noted, calls follow the shape of the dose curve; as a rule, active = well fitted curve in the direction sought with a large enough effect; inconclusive = small, poorly fitted or top-dose-only effect, or another doubt; inactive = no such curve, though single readings can be large; an effect the other way counts as inactive or inconclusive. Not all compounds are listed (hit frequency here may not be typical).

SMILES	Epigenetic derep	Luc counter	LMNA splice mod	HTT aggregate	IMPase Li cell	NPSR antag	CBFb-RUNX1 inh
Cc1nc(C)c(-c2ccn(S(=O)(=O)c3ccc(Cl)cc3)n2)o1	0.0%	nt	nt	-9.9%[9.22 µM]	nt	25.2%	-0.8%
COC(=O)Cn1ccc(N(C)C)c(C#N)c1=O	-2.5%	-5.4%	-0.7%	-3.4%	-31.7%[38.3 µM]	-10.6%[46.1 µM]	4.6%
Cc1nc(N)c(C#N)c(-c2cccnc2)c1C	-17.5%	1.9%	-10.6%	6.31µM*	26.0%[38.3 µM]	-10.3%[46.1 µM]	5.6%
CCOc1ccc(CN(CCC#N)C(=S)NC(=O)c2ccccc2)cc1	0.0%	1.7%	-12.3%	1.2%	0.3%	-0.4%	-3.0%
Cc1onc(-c2ccccc2)c1C(=O)Nc1ccc2c(C)cc(=O)oc2c1	0.0%	-0.3%	?	?	-17.6%[38.3 µM]	-7.8%[46.1 µM]	10.9%
O=S(=O)(c1cccc(-c2nnc(SCc3ccc(Cl)cc3)o2)c1)N1CCCCC1	0.0%	14.2%	-13.0%	-19.1%	38.0%[activator][38.3 µM]	-11.7%[46.1 µM]	8.1%
O=C(O)CCCn1cc(NC(=O)c2ccco2)cn1	-0.4%	-0.5%	2.3%[46 µM]	15.7%	-3.4%	11.0%	4.6%
CN(CC(=O)Nc1ccc(S(N)(=O)=O)cc1)c1ccccc1	-0.1%	-1.0%	-1.5%	0.1%	37.7%[activator][38.3 µM]	-9.6%[46.1 µM]	3.5%
Cc1cc(/C=N/Nc2ccc([N+](=O)[O-])cn2)c(C)n1-c1ccccc1	1.5%	13.5%	-8.7%	?	32.9%[38.3 µM]	-14.3%[46.1 µM]	-10.2%
O=C(Nc1ccc(-c2nnc(-c3ccco3)o2)cc1)C(c1ccccc1)c1ccccc1	-1.5%	-3.4%	-0.4%	-13.8%	8.7%[38.3 µM]	-22.9%[46.1 µM]	0.2%
CC1=C/C(=N\Nc2ccccc2[N+](=O)[O-])CC(C)(C)C1	0.0%	-8.3%	-0.8%	19.7%	6.1%	-6.2%	nt
Cc1cc(C)c(S(=O)(=O)N2CCCOC2CNC(=O)C(=O)NCCCn2ccnc2)c(C)c1 (configuration not stated)	-1.3%	-3.2%	-17.0%	2.4%	3.0%	7.7%	-1.5%
CCOC(=O)N1CCC(NC(=O)c2ccc3nc4ccccc4c(=O)n3c2)CC1	2.7%	0.2%	1.0%	29.8%	-24.2%[38.3 µM]	1.2%[46.1 µM]	11.9%
CCSc1nc(=S)n(-c2ccccc2)c(C)c1C(C)=O	3.0%	1.1%	-7.8%	5.8%[9.22 µM]	0.3%[38.3 µM]	-7.4%[46.1 µM]	-2.5%
O=C(c1ccccc1)c1nn(-c2ccccc2)c2nnc(Cc3ccccc3)c(=O)n12	-2.0%	-2.0%	?	-17.6%	-3.1%	-7.6%[46.1 µM]	-17.5%
CCn1c(-c2cc(OC)ccc2OC)csc1=Nc1c(C)n(C)n(-c2ccccc2)c1=O	3.0%	2.7%	-20.6%	0.8%	20.0%	-5.0%[46.1 µM]	-1.9%
COc1ccc(C(=O)N2CCN(c3ccccc3OC)CC2)cc1	-0.3%	1.4%	nt	4.4%	-7.0%	0.2%	1.6%
Cc1nn(Cc2ccccc2)c2c1C(c1cccnc1)C(C#N)=C(N)O2 (configuration not stated)	1.6%	-2.0%	2.0%	5.2%	-2.2%[38.3 µM]	2.6%[46.1 µM]	3.0%
Cc1ccc(N2C(=O)CC(N3CCN/C3=C3\CC/C(=C\c4ccccc4)C3=O)C2=O)cc1 (configuration not stated)	-1.1%	0.5%	nt	-11.6%	25.2%	-5.1%	4.4%
CNC(=O)CSc1nc2c(c(=O)n(C)c(=O)n2C)n1Cc1ccc(C)cc1	-4.6%	-0.2%	0.4%	16.6%	3.1%	-3.5%[46.1 µM]	-2.1%
N=c1sccn1CC(=O)Nc1cccc2ccccc12	-2.4%	-4.6%	-2.4%	15.1%	-15.5%[38.3 µM]	-0.1%[46.1 µM]	-3.8%
COC(=O)c1ccc(COc2ccc(/C=C(\C#N)c3nc4ccccc4[nH]3)cc2OC)o1	?	0.5%	-8.5%[0.0737 µM]	3.2%	15.3%[38.3 µM]	-9.7%[46.1 µM]	-9.4%
CC(=O)/C(C#N)=C1\NC(=O)C(Cc2ccc(C)c(C)c2)S1 (configuration not stated)	1.8%	-1.1%	?	?	-2.9%[38.3 µM]	-17.1%[46.1 µM]	-3.9%
Cc1cc(OCC(=O)NCc2ccncc2)ccc1Cl	-3.5%	0.7%	-11.1%[46 µM]	-8.1%[9.22 µM]	19.3%	5.8%	5.8%
O=C(Nc1nnc(-c2ccc(F)cc2)o1)c1ccco1	1.1%	nt	nt	-4.7%[9.22 µM]	nt	2.3%	-9.1%

SMILES	Epigenetic derep	Luc counter	LMNA splice mod	HTT aggregate	IMPase Li cell	NPSR antag	CBFb-RUNX1 inh
N=c1occ(C(=O)c2cc(F)ccc2O)cc1C(=O)NC1CCCCC1	1.0%	5.0%	nt	-6.5%	0.1%	-11.1%	5.1%
O=C(CN1CCOCC1)Nc1ccc2c(c1)OC(F)(F)O2	4.3%	5.8%	-15.3%[46 µM]	14.5%	20.1%	15.5%	16.5%
CCOC(=O)c1ccc(NC(=O)CSc2nnc(CNC(=O)c3c(F)cccc3Cl)o2)cc1	-0.7%	2.6%	3.5%	6.6%	-0.5%[38.3 µM]	-13.3%[46.1 µM]	2.3%
CC(C)(C)C(=O)Nc1ccc(Sc2ccc([N+](=O)[O-])cc2)cc1	-3.0%	2.5%	-16.7%	?	17.5%	-13.8%	-15.4%
O=C(O)CC1S/C(=N/N=C/C=C/c2ccccc2)NC1=O (configuration not stated)	0.0%&-0.9%	-5.5%	-12.7%&-11.2%	3.6%&-4.9%	-1.0%	-11.9%	?
Cc1nnc(SCC(=O)N2CCN(Cc3ccccc3)CC2)s1	1.8%	-2.5%	14.9%	-0.5%	29.6%[38.3 µM]	-5.6%[46.1 µM]	1.4%
O=C(NCc1cccs1)c1cccnc1SCCS(=O)(=O)c1ccc(C(F)(F)F)cn1	2.1%	nt	?	-6.0%[9.22 µM]	nt	-2.7%	4.7%
O=C(NC1=NCCS1)c1ccccc1OCc1ccccc1Cl	1.6%	9.6%	-6.5%[46 µM]	1.4%	2.3%	-17.9%	4.1%
Cc1nnc(NC(=O)CC(CN(C)S(=O)(=O)c2ccccc2)c2ccccc2)s1 (configuration not stated)	0.0%	0.2%	-5.5%	3.6%	-10.7%[38.3 µM]	-17.8%[46.1 µM]	-6.1%
C/C(=N\NC(=O)C1COc2ccccc2O1)c1ccc(C)o1 (configuration not stated)	-0.2%	-1.4%	7.5%	-3.6%	-2.0%[38.3 µM]	-3.6%[46.1 µM]	1.0%
COc1ccc(CC(=O)NCc2cn3ccsc3n2)cc1	-0.3%	0.5%	13.2%	17.1%[9.22 µM]	31.9%[activator][38.3 µM]	6.8%[46.1 µM]	-3.1%
O=C(c1ccc2c(c1)OCCO2)C1CCN(C(=O)c2ccc(F)c(F)c2)CC1	-7.0%	12.9%	?	-23.3%	-2.8%[38.3 µM]	-27.2%[46.1 µM]	1.2%
COc1cc(/C=C(/C#N)c2nc3ccccc3[nH]2)ccc1OCC(=O)Nc1ccccc1C	?	-8.9%	?	6.7%	-4.3%[38.3 µM]	?	-1.5%
COc1ccc(C2C3=C(N=C4SCC(=O)N42)c2ccccc2CC3)cc1OC (configuration not stated)	2.7%	-2.0%	-4.9%	5.7%	-3.7%[38.3 µM]	-18.9%[46.1 µM]	-5.7%
COC(=O)Nc1ccc2c(c1)ncn2C1CCCCC1	-1.1%	-8.6%	-1.6%	-1.9%	-4.5%[38.3 µM]	-8.6%[46.1 µM]	2.9%
OC(CNCC(c1ccco1)N1CCCCC1)c1ccccc1 (configuration not stated)	0.0%	0.0%	4.1%	4.8%	25.7%[38.3 µM]	-27.8%[46.1 µM]	3.3%
COc1ccccc1NC(=S)NCc1ccccn1	0.0%	-3.6%	-3.4%	21.5%	-1.8%	12.2%	-7.0%
CCOC(=O)c1c(NC(=O)c2ccc(C)cc2)sc2c1CC(C)(C)NC2(C)C	-0.2%	nt	nt	-2.2%[9.22 µM]	-8.9%	15.4%	12.9%
CCOc1cc(/C=N/O)ccc1OCC(=O)Nc1cccc(C)c1	-2.8%	3.7%	8.9%	?	8.7%	14.9%	-1.7%
COC(=O)c1cccc(NC(=O)CSc2ncn[nH]2)c1	0.0%	1.6%	-4.5%	6.4%	49.5%[activator][38.3 µM]	-11.7%[46.1 µM]	3.0%
Cc1cc2nc(N=C(N)N)nc(C)c2cc1C	-4.2%	1.9%	nt	-19.2%	24.0%	9.0%	4.0%
Cc1ccc(N=C2NC(=O)CS2)cc1	-1.0%	-1.8%	-9.1%	5.2%	21.6%[38.3 µM]	6.2%[46.1 µM]	4.3%
Cc1ccc(C(=O)N/C(=C/c2ccco2)C(=O)NCCc2c[nH]c3ccccc23)cc1C	0.3%	-0.7%	-7.1%	10.3%	18.0%[38.3 µM]	-27.2%[46.1 µM]	-15.9%
COc1ccc(CN=CC2=C(O)CNC2=O)cc1OC	-1.0%	0.9%	-1.6%	8.2%	-8.0%[38.3 µM]	-7.2%[46.1 µM]	1.4%
CN1CCN(C(=O)C23CC4CC(CC(C4)C2)C3)CC1	0.4%	3.1%	-5.5%	5.4%	68.2%[activator][38.3 µM]	-1.5%[46.1 µM]	7.7%
COc1ccc(OCC(O)COc2ccc(OC)cc2)cc1	4.5%	-2.3%	4.7%	-6.7%	14.5%[38.3 µM]	-9.3%[46.1 µM]	-2.5%
Nn1c(SCC(=O)N2CCOCC2)nnc1C1CC1	0.0%	-1.3%	?	21.1%	-2.0%	9.8%	6.2%
COc1ccc(OC)c(NC(=O)c2cccnc2Sc2cc(C)ccc2C)c1	2.3%	-0.3%	?	26.4%	5.1%	-29.4%	-7.9%

In a second layout: 2 of the compounds above
The line under a structure holds: Epigenetic derep	Luc counter	LMNA splice mod	HTT aggregate	IMPase Li cell	NPSR antag	CBFb-RUNX1 inh
Cc1onc(-c2ccccc2)c1C(=O)Nc1ccc2c(C)cc(=O)oc2c1
  0.0%	-0.3%	?	?	-17.6%[38.3 µM]	-7.8%[46.1 µM]	10.9%
O=S(=O)(c1cccc(-c2nnc(SCc3ccc(Cl)cc3)o2)c1)N1CCCCC1
  0.0%	14.2%	-13.0%	-19.1%	38.0%[activator][38.3 µM]	-11.7%[46.1 µM]	8.1%
